Compound activity from PubChem.
HepG2 tox = kills HepG2 cells in TGF-b inhibitor counter-screen. HepG2 CAGA-GFP viability, ATP luminescence, 18 h. Potency, µM (doses to about 46.1 µM), inactives show at the top dose activity change, negative = cytotoxicity, usual class: cytotoxic. 410,000 compounds, 0.76% hits. AID 588856; note: potency is the fitted concentration of half-maximal effect; some results filed as inactive show a strong effect at the top dose
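HepG2 CAGA-GFP cells (1000/well, DMEM with 1% FBS) received compound, then TGF-beta at 500 pg/mL final, and were incubated 18 hours at 37 degrees C. Viability was read by CellTiter-Glo luminescence. Media-only wells were set as complete cell-killing and DMSO as no toxicity.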
Akt phos inh = inhibitors of Akt phosphorylation. activity change, % for hits at 50 µM. Neuro2A IGF-stimulated pAkt S473 HTRF, 20 min; hits give low values. 360,000 compounds, 0.32% hits; in the data active = activity change below about -80%; inconclusive = mostly about -51% to -80%; note: % is set by controls: 0 for no effect and ±100 for the full control effect
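Neuro2A cells (4,500/well, DMEM with 0.5% FBS) were treated with compound at a single 50 µM final concentration, stimulated with 6 nM IGF for 20 min at 37 °C, and lysed. Phospho-Akt Ser473 was read by HTRF as 665/615 ratio ×10^4.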
Nrf2 block = blocks Nrf2 signaling. A549 ARE-Fluc reporter, luciferase luminescence, 18-24 h. Potency, µM (highest dose often 46 µM), without a hit: at the highest dose activity change, negative = inhibition, most hits filed as inhibitors. 360,000 compounds, 2.1% hits; note: potency is the fitted concentration of half-maximal effect; % is set by controls: 0 for no effect and ±100 for the full control effect; nearly all actives have a fitted effect of over 60% in size
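A549 ARE_Fluc cells (5000/well, 5% FBS OPTI-MEM) pre-incubated 2 h, then treated with compounds 18-24 h at 37C/5% CO2 in concentration-response. CellTiter-Fluor viability read first; BugLite luciferase luminescence after 15 min at room temperature gives Nrf2 activity.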
TGFb SMAD3 inh = TGF-b pathway inhibition; HepG2 CAGA-GFP TGF-b/SMAD3 reporter, GFP fluorescence, 18 h; TGF-beta stimulated, 500 pg/mL final; Potency, µM (top dose mostly 46.1 µM), for the others: top-dose activity, negative = inhibition, usual class: inhibitors; 410,000 compounds, 1.2% hits; note: potency is the fitted concentration of half-maximal effect; % is set by controls: 0 for no effect and ±100 for the full control effect; nearly all actives have a fitted effect of over 65% in size
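HEPG2 CAGA-GFP reporter cells (1000/well, DMEM with 1% FBS) received compounds, then recombinant TGF-beta at 500 pg/mL final for 18 hours at 37 degrees C. Per-cell GFP summed per well was normalised to unstimulated and stimulated DMSO controls before curve fitting.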
CCT chaperon mod = cytosolic chaperonin activity modulation; purified chaperonin ATPase assay, HTRF ADP detection, 30 min; 360,000 compounds, 0.3% hits; activity change, % (test concentration not listed), hits read low; in the data active = activity change below about -30%; note: % is set by controls: 0 for no effect and ±100 for the full control effect
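First, chaperonin was dispensed at 40 nM or 20 nM final depending on batch activity. Next, compounds were pinned at 76 uM and ATP added at 10 uM. After 30 min at 37 °C, ADP detection reagents ran 30 min at ambient temperature.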
S2 tox = reduces viability in counter-screen for ATXN expression inhibitors. S2 cells (HEK-293 line with an ATXN2-luciferase reporter) viability, CellTiter-Fluor protease fluorescence, 24 h. Potency, µM (top dose mostly 56.7 µM), actives largely listed as cytotoxic. 400,000 compounds, 0.49% hits; note: potency is the fitted concentration of half-maximal effect; nearly all actives have a fitted effect of over 40% in size
A549 viability = counter-screen for Nrf2 inhibitors: cytotoxicity in A549 cells; A549 ARE-Fluc cells, CellTiter-Fluor viability, 18-24 h; Potency, µM (series often up to 46 µM), for inactives: at the highest dose activity change, negative = cytotoxicity, most hits filed as inhibitors; 390,000 compounds, 0.16% hits; note: potency is the fitted concentration of half-maximal effect; % is set by controls: 0 for no effect and ±100 for the full control effect
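A549 ARE_Fluc cells in 5% FBS OPTI-MEM were exposed to compounds in concentration-response for 18-24 h at 37 deg C. Viability was read by CellTiter-Fluor fluorescence (Ex 405/Em 525) after 30 min, before the luciferase read.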
Mm-Cpn inhibitor = blocks the Methanococcus maripaludis chaperonin Mm-Cpn. purified Mm-Cpn ATPase, ADP Transcreener TR-FRET. Potency, µM (top dose mostly 76.9 µM), inactives show at the top dose activity, negative = inhibition, actives largely listed as inhibitors. 330,000 compounds, 0.031% hits. AID 504842; note: potency is the fitted concentration of half-maximal effect; % is set by controls: 0 for no effect and ±100 for the full control effect; nearly all actives have a fitted effect of over 80% in size
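Purified archaeal chaperonin (25 nM final) was preincubated with compound for 10 min at 37°C, then ATP (10 uM final) was added for 30 min at 37°C in Tris pH 7.4/KCl/MgCl2/DTT buffer. ADP was quantified by HTRF Transcreener TR-FRET.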
Nrf2 ARE act = activates Nrf2 signaling; Potency, µM (highest dose often 46.1 µM), inactives show at the highest dose activation, most hits filed as activators; 410,000 compounds, 0.31% hits; AREc32 ARE-luciferase reporter (MCF7-derived line), luminescence, 24 h; note: potency is the fitted concentration of half-maximal effect; % of control where 0% means no effect; nearly all actives have a fitted effect of over 65% in size
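Steps: seed AREc32_Fluc cells (1000/well, 5% FBS OPTI-MEM); incubate overnight at 37 deg C; add 23 nL compound; incubate 24 hr; add Steady-Glo; hold 30 min RT; read luminescence.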
Starred values were filed as active, the others as inactive; i = inactive; ? = inconclusive; / = no result given; [ ] = remark or other dose. Unless noted, calls come from the whole dose curve; as a rule, active = well fitted curve in the direction sought with a large enough effect; inconclusive = small, poorly fitted or top-dose-only effect, or another doubt; inactive = no such curve, though single readings can be large; an effect the other way counts as inactive or inconclusive.

SMILES,HepG2 tox,Akt phos inh,Nrf2 block,TGFb SMAD3 inh,CCT chaperon mod,S2 tox,A549 viability,Mm-Cpn inhibitor,Nrf2 ARE act
CC1(C)OC(=O)C(=CNc2ccccn2)C(=O)O1,-4%,i,0%,2%,-1.4,i,-1%,-1%,2.5%
CCC(C)NCCC(=O)Nc1ccc(Cl)c(S(=O)(=O)Nc2ccc(Cl)cc2)c1 (centres undefined),3%,i,2%,4%,-1.1,i,-12%,1%,5.0%
CN(CC(=O)O)S(=O)(=O)c1ccc2c(c1)n(C)c(=O)c(=O)n2C,-32%,i,12%,4%,-2.6,i,2%,1%,-0.6%
O=C1C(c2ccccc2)NC(=S)N1C1CCCCC1 (centres undefined),-11%,i,1%,-17%,-1.0,i,0%,0%,0.0%
CCOc1cc(N2CCOCC2)c(OCC)cc1NC(=O)COC(=O)CCn1c(C)csc1=O,-17%,i,-16%,-20%,-1.6,?,0%,-1%,-0.1%
O=C(CCCn1ncn2c(cc3occc32)c1=O)NCc1cccc(Cl)c1,-3%,i,?,-6%,-0.4,i,0%,2%,-0.6%
COC(=O)C(/C=N/O)NC(=O)c1ccccc1 (centres undefined),16%,i,-1%,21%,-8.7,i,4%,-1%,0.8%
CCOc1ccc(NC(=O)CSc2ncc(-c3ccc(F)cc3)n2Cc2ccco2)cc1,-25%,i,?,16µM*,-0.1,i,?,-1%,0.0%
CCCCCCCCN1C(=O)[C@H](CC(=O)NCc2cccs2)C[C@@]2(C(=O)OC)CCCCC=C12,/,i,/,/,-0.4,?,/,/,-0.2%
COc1ccc(S(=O)(=O)N2CCOC2CNC(=O)C(=O)NCCc2c[nH]c3ccccc23)cc1C (centres undefined),-25%,i,?,-11%,1.4,?,4%,-2%,-0.9%
CN(C)S(=O)(=O)c1ccc(N2CCCC2)c(C(=O)NCc2ccccc2)c1,-9%,i,10%,-3%,-0.3,?,-8%,-1%,-0.2%
C[C@@H]1CN([C@@H](C)CO)C(=O)c2cccc(NC(=O)C3CCCCC3)c2O[C@@H]1CN(C)Cc1ccc(Cl)c(Cl)c1,-24%,i,?,?,1.2,/,?,-1%,-0.1%
Cc1ccc2cc(CN(CCCO)S(=O)(=O)c3ccccc3F)c(=O)[nH]c2c1C,-30%,i,1%,16%,-0.2,i,5%,1%,6.0%
CC12CCC(=O)N1C(C(=O)Nc1cc(C(F)(F)F)ccc1N1CCOCC1)CS2 (centres undefined),-22%,i,-8%,0%,-2.7,i,0%,0%,-0.5%
N#Cc1ccccc1NC(=O)CSc1nccn1CCc1ccccc1,2%,i,?,4%,-0.9,i,1%[1.84 µM],-2%,0.6%
CC(C)CCN1CCN(C2CSCCSC2)CC1CCO (centres undefined),-7%,i,4%,0%,-2.0,i,11%,0%,-0.3%
O=C(NCc1ccncc1)C1Cc2c(-c3ccccc3Oc3ccccc3)ccnc2O1 (centres undefined),-57%,i,/,14µM*,0.4,?,/,/,3.3%
COc1ccccc1NC(=O)CNc1ccc(F)c(Cl)c1,1%,i,-8%,0%,-3.6,i,15%,2%,-0.6%[9.22 µM]
COCC1CCN(Cc2cn(-c3ccccc3F)nc2-c2cc(C)sc2C)CC1,-11%,i,8%,-11%,-0.8,i,-1%,0%,3.2%
Nc1ccn(C(C=O)CC(C=O)CO)c(=O)n1 (centres undefined),-4%,/,/,21%,-2.3,i,/,/,0.5%
CCCCCc1ccc(OCCC[n+]2ccccc2)c(CCCCC)c1,-114%,i,13µM*,?,-0.6,?,?,0%,-3.2%
O=C(CNC(=O)c1ccc(S(=O)(=O)N2CCCC2)cc1)N/N=C/c1ccc(Cl)cc1,-8%,i,?,1%,-1.1,i,-2%,-2%,0.2%
O=C(O)c1ccc(-c2sc(Nc3ccccc3)n[n+]2-c2ccc(F)cc2)cc1,-3%,i,-6%,-29%,2.0,i,1%,-3%,-0.3%
O=C1NC2=C(C(=O)c3ccccc32)C(c2ccccc2)N1 (centres undefined),-33%,i,5%,0%,2.9,i,-1%,0%,0.7%
Cc1cc(N)n(-c2cc(C)c3ccccc3n2)n1,-43%,i,?,-8%,2.5,i,12%,-2%,6.0%
CN1C[C@@H]2[C@@H]3C(=O)N(C)C(=O)[C@@H]3[C@](C)(C1=O)N2C(=O)c1ccc(Cl)c(Cl)c1,0%,i,-5%,2%,-1.1,i,6%,/,-0.4%
COC(=O)c1ccc(/C=C/c2ccc3cccc(OC)c3n2)cc1,-35%,i,8%,?,-1.9,i,2%,-2%,0.3%
O=C(CCCNS(=O)(=O)c1cccc2nsnc12)NCc1ccc(Cl)cc1,-13%,i,-2%,?,-8.6,i,4%,2%,-1.0%
O=C(Nc1ccc(Cl)cc1)Nc1cccnc1,-26%,i,3%,0%,-0.5,i,-1%,0%,3.0%
CCN1C(=O)[C@H]2[C@@H](c3ccc(-c4ccc(OC)cc4)cc3)N[C@@](Cc3ccccc3)(C(=O)OC)[C@H]2C1=O,-10%,i,-13%,0%,1.2,i,-4%,?,0.8%

Compound profiles, as listed above. Order of values: HepG2 tox	Akt phos inh	Nrf2 block	TGFb SMAD3 inh	CCT chaperon mod	S2 tox	A549 viability	Mm-Cpn inhibitor	Nrf2 ARE act
Nc1ccn(C(C=O)CC(C=O)CO)c(=O)n1 (centres undefined) as listed: -4%	/	/	21%	-2.3	i	/	/	0.5%
C[C@@H]1CN([C@@H](C)CO)C(=O)c2cccc(NC(=O)C3CCCCC3)c2O[C@@H]1CN(C)Cc1ccc(Cl)c(Cl)c1 as listed: -24%	i	?	?	1.2	/	?	-1%	-0.1%
Cc1ccc2cc(CN(CCCO)S(=O)(=O)c3ccccc3F)c(=O)[nH]c2c1C as listed: -30%	i	1%	16%	-0.2	i	5%	1%	6.0%

Next structures follow:
SMILES,HepG2 tox,Akt phos inh,Nrf2 block,TGFb SMAD3 inh,CCT chaperon mod,S2 tox,A549 viability,Mm-Cpn inhibitor,Nrf2 ARE act
C/C(=N\Nc1nc(Cl)c(Cl)cc1Cl)c1ccc(S(=O)(=O)NCc2ccco2)cc1,-12%,i,?,?,0.3,?,0%,2%,9.3%
Cc1ccc(NC(=O)c2cc3c(s2)CCCC3)cc1,-7%,i,?,0%,0.5,i,-4%,-5%,3.4%
COc1ccc(OCCC(=O)OCC(=O)NC(=O)NC2CCCCC2)cc1,-18%,i,0%,0%,-1.2,i,0%,-1%,2.5%
CCOc1ccc(-n2c(=O)c3c(C)c(C)sc3n(Cc3c(F)cccc3Cl)c2=O)cc1,0%,/,5%,8%,/,i,0%,/,-0.8%
O=C(CSc1nc2ccccc2[nH]1)c1c[nH]c2ccccc12,-20%,i,?,-1%,-0.6,i,-1%,-2%,5.3%
O=C(O)c1ccc(NC(C(=O)c2ccccc2)c2ccccc2)cc1 (centres undefined),-22%,i,-6%,7%,-3.0,i,0%,/,5.9%
Cc1ccc(CCNC(=O)c2sc3ncccc3c2-n2c(C)ccc2C)cc1,-34%,/,/,11µM*,/,?,-3%,/,5.4%
O=C(Cn1cc(COc2ccc(Br)cc2)nn1)c1ccc(O)cc1,-14%,i,8%,-3%,0.2,i,7%,/,4.0%
CC(C)Cc1nnc(NC(=O)c2ccc(N3CCCC3=O)cc2)s1,-17%,i,2%,3%,-4.3,i,3%,0%,-0.1%
CCN(CC)C(=O)C1CCN(Cc2cccc(OCc3ccccc3)c2)CC1,-30%,i,19%,-4%,-4.9,i,2%,1%,0.5%
COc1ccccc1C/C(N)=N/OC(=O)COc1cc(C)cc(C)c1C,-33%,i,-4%,-7%,-0.8,i,10%,-1%,-1.1%
Cc1ccc(-n2cnc3c(=O)[nH]cnc32)cc1,8%,i,?,14%,-0.9,i,0%,/,0.2%
Cc1ccnn1CCC(=O)N1CCCC(Nc2ccc(C(C)C)cc2)C1 (centres undefined),-12%,i,/,-21%,0.7,i,/,/,-0.4%
CCn1c(=O)c2sccc2n2c(CCC(=O)Nc3ccc(C(C)C)cc3)nnc12,-2%,/,?,-19%,/,i,-7%,/,-0.3%
Cc1ccc(C)c(S(=O)(=O)N2CCCOC2CNC(=O)C(=O)NC2CCCC2)c1 (centres undefined),0%,i,7%,-3%,-1.4,i,2%,2%,-0.4%
O=C(c1ccc(CS(=O)c2cccc(Cl)c2)o1)N1CCN(c2ccccn2)CC1 (centres undefined),11%,i,6%,?,-0.1,i,-1%,0%,-0.8%
C=CCNc1ncnc2c1cnn2-c1ccc(OC)cc1,-32%,i,?,-6%,-4.0,i,-1%,-3%,0.1%
O=C(CN1C(=O)COc2ccccc21)NCc1ccc(C(=O)O)cc1,-2%,i,11%,3%,-0.6,i,11%,3%,0.1%
NC(=O)C1(N2CCCCC2)CCN(C2CC(=O)N(Cc3cccs3)C2=O)CC1 (centres undefined),0%,i,1%,-6%,0.5,i,0%,-18%,-1.1%

In a second layout: entries from further up
> O=C(CSc1nc2ccccc2[nH]1)c1c[nH]c2ccccc12
  HepG2 tox: -20%
  Akt phos inh: i
  Nrf2 block: ?
  TGFb SMAD3 inh: -1%
  CCT chaperon mod: -0.6
  S2 tox: i
  A549 viability: -1%
  Mm-Cpn inhibitor: -2%
  Nrf2 ARE act: 5.3%
> O=C(O)c1ccc(NC(C(=O)c2ccccc2)c2ccccc2)cc1 (centres undefined)
  HepG2 tox: -22%
  Akt phos inh: i
  Nrf2 block: -6%
  TGFb SMAD3 inh: 7%
  CCT chaperon mod: -3.0
  S2 tox: i
  A549 viability: 0%
  Mm-Cpn inhibitor: /
  Nrf2 ARE act: 5.9%
